# Giardia kill: Giardia lamblia killing; Giardia lamblia trophozoite viability; activity change, % at 7.66 µM, hits read low; 340,000 tested, 0.15% active; in the data active = activity change below about -80%; inconclusive = between about -30% and that limit;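 note: parasites exposed to compound for two days anaerobically before the ATP read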
#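 Giardia trophozoites, 100 cells per well, were exposed to compounds for 48 hrs at 37 deg C under anaerobic conditions; viability was then read as ATP content by bioluminescence after 15-30 min at room temperature.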
# uPA surface inh: blocks generation of uPA at the cell surface | cell surface uPA generation assay, qHTS | Potency, µM (top dose mostly 38.3 µM), for inactives: at the highest dose activity change, negative = inhibition, usual class: inhibitors | 330,000 tested, 0.31% active | AID 540303; active = well fitted inhibition curve with a large enough effect; inconclusive = small, poorly fitted or top-dose-only effect; inactive = no such curve, though single readings can be large or run the other way; tested in mouse RAW 264.7 cells; note: potency is the fitted concentration of half-maximal effect; nearly all actives have a fitted effect of over 55% in size
# FBPA coupling cs: counter-screen for Giardia aldolase inhibitors: coupling enzyme system | coupling enzyme system counterscreen, AmpLite Red fluorescence | activity change, negative = inhibition, % at 58.2 µM, hits read low | 290,000 tested, 0.67% active; in the data active = activity change below about -30%
#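 Coupling enzymes only (glyceraldehyde-3-phosphate) + compound, at 57.5 uM final, 10 min RT; add substrate/coupling/AmpLite Red mix, 20 min RT; fluorescence ex 525/em 598 nm. Actives flag coupling-system interference.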
# GALK inhibitor: inhibitors of human galactokinase; AID 1868; 270,000 tested, 0.007% active; Purified GALK, Kinase-Glo residual ATP luminescence; P51570; Potency, µM (doses to about 57.5 µM), for the others: top-dose activity change, negative = inhibition, usual class: inhibitors; note: potency is the fitted concentration of half-maximal effect
# Target sequence (P51570 whole entry, looked up): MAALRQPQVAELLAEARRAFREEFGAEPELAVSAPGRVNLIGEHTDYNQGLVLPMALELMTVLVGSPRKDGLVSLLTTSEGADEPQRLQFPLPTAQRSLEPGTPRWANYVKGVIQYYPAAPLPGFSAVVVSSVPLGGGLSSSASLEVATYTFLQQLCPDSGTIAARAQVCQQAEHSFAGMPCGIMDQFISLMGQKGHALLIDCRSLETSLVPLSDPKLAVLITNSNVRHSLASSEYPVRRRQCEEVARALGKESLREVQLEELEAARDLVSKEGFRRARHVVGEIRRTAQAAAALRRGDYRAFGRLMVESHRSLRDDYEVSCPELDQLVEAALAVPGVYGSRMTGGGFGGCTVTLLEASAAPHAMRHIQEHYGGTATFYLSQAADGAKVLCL
#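 Compounds were pin-transferred into ATP buffer (35 uM final), then GALK plus galactose (5 nM, 100 uM final) was added. After 1 h at room temperature, Kinase-Glo Plus was added and luminescence read after 10 min.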
# KCNH2 WT inh: KCNH2 (human, wildtype) channel inhibition; U2OS, BacMam KCNH2, thallium flux FluxOr; stronger effect = lower value; Q12809; 340,000 tested, 0.37% active; activity change, % at 1.84 µM;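 active = maximum activity change below -70%; inconclusive = maximum activity change between -70% and -50%; inactive = maximum activity change above -50%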
#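 U2OS cells were transduced with wild-type KCNH2 virus (2.03 x 10^8 / mL) for 4 h at room temperature, then cultured overnight at 37 C. Thallium flux was read with FluxOr dye. Rate constants were normalized to DMSO controls.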
# Eya2 phos inh: inhibitors of human Eya2 phosphatase activity | O00167 | recombinant Eya2, OMFP fluorescence dephosphorylation (OMFP is methylfluorescein phosphate) | Potency, µM (doses to about 76.9 µM), without a hit: at the top dose activity, negative = inhibition, actives largely listed as inhibitors | 330,000 tested, 0.006% active | AID 488837; note: potency is the fitted concentration of half-maximal effect
#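 Eya2 protein (added as 0.2 uM solution) was preincubated with compound for 10 min at ambient temperature in 50 mM HEPES pH 7.5, 50 mM NaCl, 5 uM MgCl2, 0.05% BSA, 1 mM DTT. OMFP (added at 50 uM) then reacted 10 min; fluorescence read at 485/525 nm.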
# PKM2 activator: PKM2 (human) enzyme activation | P14618 | purified PKM2, Kinase-Glo ATP luminescence, activation; response scale: 0% is enzyme alone, no compound | Potency, µM (titrated, usually from 57.5 µM), for the others: at the highest dose activation, hits mostly activators | 260,000 tested, 0.34% active | AID 1631; note: potency is the fitted concentration of half-maximal effect; nearly all actives have a fitted effect of over 55% in size
#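 Purified hPK-M2 (>95%) run at intermediate activity with 0.1 mM ADP and 0.5 mM PEP in 50 mM imidazole pH 7.2, KCl, MgCl2; 1 h room temperature. ATP formed read by Kinase-Glo luminescence; normalized to uninhibited and no-enzyme controls.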
# KCNH2 3.1 block: blocks the human KCNH2 3.1 channel isoform; U2OS KCNH2 3.1, thallium flux FluxOr; stronger effect = lower value; activity change, % (tested at about 1.8 µM); 340,000 tested, 0.95% active;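 active = maximum activity change below -70%; inconclusive = maximum activity change from -70% to -50%; inactive = maximum activity change above -50%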;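 note: thallium influx rate constant from kinetic fluorescence after stimulation buffer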
#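 Thallium flux via FluxOr fluorescence (Red40 quencher, 45 min loading) in U2OS cells virally expressing the KCNH2 3.1 isoform (1.77 x 10^8 /mL virus, overnight at 37 C). Rate constants from 2-min kinetic reads post-stimulation, normalised to positive and negative controls.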
# B2AR arrestin: recruits beta-arrestin to the human beta2-adrenergic receptor; Potency, µM (doses to about 46.1 µM), without a hit: top-dose activation, hits mostly activators; beta-arrestin recruitment to beta2AR, cell-based reporter; 330,000 tested, 0.02% active; AID 492947; P07550;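 note: potency is the fitted concentration of half-maximal effect; 0% = DMSO controls and full agonism = EC100 isoproterenol or metaproterenol; nearly all actives have a fitted effect of over 65% in size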
# Target sequence (P07550 whole entry, looked up): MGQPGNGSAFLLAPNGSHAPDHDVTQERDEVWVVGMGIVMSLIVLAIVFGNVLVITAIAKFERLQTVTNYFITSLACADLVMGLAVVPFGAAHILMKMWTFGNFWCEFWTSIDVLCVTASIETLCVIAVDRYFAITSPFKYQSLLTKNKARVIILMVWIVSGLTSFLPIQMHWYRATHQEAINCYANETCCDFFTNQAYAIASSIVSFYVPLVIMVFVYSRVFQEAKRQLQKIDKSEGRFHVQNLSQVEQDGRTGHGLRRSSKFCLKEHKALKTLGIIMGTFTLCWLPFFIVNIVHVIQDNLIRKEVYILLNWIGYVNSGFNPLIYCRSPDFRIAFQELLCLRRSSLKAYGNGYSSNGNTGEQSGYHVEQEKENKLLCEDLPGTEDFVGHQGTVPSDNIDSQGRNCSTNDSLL
# USP2a block: blocks human ubiquitin-specific protease USP2a. USP2 core, Ub-CHOP2 coupled fluorogenic reporter, 485/531. 330,000 tested, 0.01% active. O75604. Potency, µM (top dose mostly 38.3 µM), without a hit: at the top dose activity change, negative = inhibition, usual class: inhibitors. AID 463254;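 note: potency is the fitted concentration of half-maximal effect; plate controls were DMSO wells for no effect and full inhibition by NEM control for full effect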
#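 Cell-free coupled assay: 10nM USP2 core preincubated 30min RT with compound in Tris-HCl pH 8.0/CaCl2/CHAPS buffer, then 25nM Ub-CHOP2 and 25nM reporter substrate; fluorescence (Ex 485/Em 531) read after 60min RT, normalized to NEM inhibition, concentration-response curves fitted.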
# BCR signal inh: inhibitors of chronic active B-cell receptor signaling | ABC-DLBCL IkBa-CBG/CBR reporter, luminescence ratio, 4 h | Potency, µM (doses to about 46.1 µM), without a hit: top-dose ratio change, negative = lower green/red ratio, most hits filed as inhibitors | 340,000 tested, 0.05% active | AID 493014; active = well fitted inhibition curve with a large enough effect in the signal ratio, with a control signal flat, not every such curve was filed as active; inconclusive = small, poorly fitted or top-dose-only effect, or effect the other way, or a change in a side signal; the % refers to the signal ratio;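 note: potency is the fitted concentration of half-maximal effect; plate controls were basal doxycycline-induced cells for no effect and cells given 10 µM MG132 for full effect; MG132 reads +100%, hits lower the ratio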
#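 Cell line TMD8 (human ABC DLBCL), stably expressing tet-inducible CBG68-IkBa fusion and CBR; IMDM/0.5% FBS; cpd up to 46 uM; dox induction, 4 h, 37C/5% CO2; dual luminescence; green/red ratio; MG132 control.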
# Active calls of the source: *; u = inconclusive; x = no result given; [ ] = dose if it differs, or a comment. Unless noted, calls come from the whole dose curve; as a rule, active = well fitted curve in the direction sought with a large enough effect; inconclusive = small, poorly fitted or top-dose-only effect, or another doubt; inactive = no such curve, though single readings can be large; an effect the other way counts as inactive or inconclusive. Unless noted, % is set by controls: 0 for no effect and ±100 for the full control effect.
SMILES,Giardia kill,uPA surface inh,FBPA coupling cs,GALK inhibitor,KCNH2 WT inh,Eya2 phos inh,PKM2 activator,KCNH2 3.1 block,B2AR arrestin,USP2a block,BCR signal inh
O=C(Nc1nnc(SCC(=O)N2CCCCC2)s1)C1CCCCC1,25,2%,1,-3%,13,2%,-2%,-5,0.1%,-1%,u
CN(CCOc1ccc(Cl)c(Cl)c1)Cc1ccccc1,5,19%,-8,1%,-14,1%,-4%,-10,-0.2%,3%,8%
O=C(CN1C(=O)CCC1=O)Nc1ccc(S(=O)(=O)N2CCOCC2)cc1,-10,3%,-1,3%,9,-10%,0%,4,-0.1%,-3%,-20%
COc1ccc(/C=C2\OC(=O)c3c(OC)cccc32)cc1OC,-20,-13%,x,1%,-2,-4%,-6%,3,-0.6%,-1%,u
Cc1ccc(-c2noc(C3CCCN(S(=O)(=O)c4ccc(S(=O)(=O)N(C)C)cc4)C3)n2)o1 (configuration not stated),-2,9%,0,1%,7,-12%,-7%,-12,-0.8%,2%,-22%
CC(C(=O)O)N1C(=O)CSc2ncccc21 (configuration not stated),-12,4%,0,1%,-3,-1%,-2%,2,-0.8%,3%,-2%
CCOc1ccc(-c2nc(-c3cccnc3)no2)cc1OCC,9,-4%,1,-1%,16,3%,0%,5,-0.3%,2%,-5%
OC(Cn1cncn1)c1ccc(Cl)cc1Cl (configuration not stated),-3,3%,0,7%,-1,-4%,12%,-3,-0.2%,0%,-1%
Clc1ccc2c(c1)C(c1cccs1)=NNC(c1cccnc1)=N2,5,-4%,3,-6%,2,-7%,-4%,3,0.4%,0%,-5%
CC(C)(C)[C@H]1COC(=O)CCCC/C=C\C[C@H](CC(=O)NCCO)C(=O)N1,26,-9%,x,x,4,1%,x,27,-0.2%,5%,0%
COc1cc(NC(=O)C2CC(=O)NC3=C2C(=O)CC(C)(C)C3)c(OC)cc1Cl (configuration not stated),-23,-1%,2,-2%,-10,-11%,-2%,2,0.2%,0%,1%
COc1cc(OC)cc(C(=O)NCC2CCCN(C(=O)c3csc(C)n3)C2)c1 (configuration not stated),-8,9%,1,4%,-5,-1%,-2%,2,-1.0%,1%,-3%
CCNC(=S)NN=C1c2ccccc2-c2ccccc21,-5,-7%,-3,10%,-9,-7%,-5%,-13,-0.1%,-9%,u
O=C(/C=C/c1ccccc1[N+](=O)[O-])NCc1ccc(Cl)cc1,-12,1%,1,-1%,-6,1%,4%,-10,-0.1%,-2%,-1%
CCCNS(=O)(=O)c1ccc(CCC(=O)NCC2CCCO2)cc1 (configuration not stated),12,3%,1,-1%,-27,12%,6%,16,-0.6%,0%,8%
O=C(Nc1ccc(NC(=O)c2ccc([N+](=O)[O-])o2)cc1Cl)c1ccco1,-92*,-4%,1,16%,13,4%,1%,-12,-0.7%,3%,-1%
CC1Cc2ccccc2N1C(=O)CCN1C(=O)C2C3C=CC(C3)C2C1=O (configuration not stated),2,-2%,0,-2%,12,-27%,-2%,8,0.0%,3%,2%
O=C1C2C3C=CC(CC3)C2C(=O)N1/N=C/c1ccc(O)cc1 (configuration not stated),-4,-23%,1,-3%,-14,-2%,2%,-8,-0.8%,2%,u
CC(=O)Nc1ccc(S(=O)(=O)N2CCN(C(=O)CCC3CCCC3)CC2)cc1,3,-5%,2,1%,-2,5%,-2%,-4,-0.2%,-1%,-7%
COc1ccc(S(=O)(=O)N(CC(=O)Nc2cccnc2)c2ccccc2OC)cc1,12,x,2,0%,-9,9%,0%,17,-0.1%,8%,u
Cn1nc(C(F)(F)F)c(C(=O)Nc2ccc(F)cc2F)c1Cl,-5,-3%,2,-2%,0,3%,7%,-5,-0.2%,1%,u
CCOCC(=O)N1CCN(c2ccc([N+](=O)[O-])cc2)CC1,16,10%,-1,2%,-95*,2%,2%,-73*,-0.5%,3%,-2%
O=C1CCN(CCc2ccccc2)CCN1[C@H](CO)c1ccccc1,-12,-4%,1,x,-5,3%,-2%,4,0.4%,-1%,-17%
COC(=O)Cc1ccc(NC(=S)Nc2ccc(N3CCOCC3)cc2)cc1,-11,0%,1,-1%,-6,2%,-1%,5,-0.1%,1%,0%
O=C(NC1CCCC1)c1ccc([N+](=O)[O-])s1,u,x,3,0%,-5,-8%,2%,-5,0.2%,6%,0%
COc1ccccc1NS(=O)(=O)c1ccc(C)c(C(N)=O)c1,11,-1%,1,1%,15,-15%,0%,-4,-0.5%,2%,1%
COCCn1nnnc1CN(CCCN1CCOCC1)Cc1cc2c(C)ccc(C)c2[nH]c1=O,1,-5%,-5,1%,-7,14%,8%,17,-0.9%,3%,u
O=c1ccc(-c2ccccc2)n[nH]1,9,5%,0,1%,23,9%,-1%,9,0.0%,1%,9%
CCc1cc2c3c(c1)C1(C(=O)N3C(C)(C)CC2C)C(C#N)=C(N)N2C(=C1C#N)Nc1ccccc12 (configuration not stated),-5,-7%,-4,-7%,-9,-12%,1%,-4,-0.4%,0%,u
O=C(OCC1COc2ccccc2O1)c1ccccc1F (configuration not stated),-4,-3%,1,3%,-3,3%[15.4 µM],5%,11,0.1%,1%,u
CC(C)c1nc2sc(C(=O)O)c(N)c2c2c1CCCC2,-7,0%,1,1%,1,-14%,u,-10,-0.1%,3%,-2%
COc1cccc(NC(=O)N2CCCC(C(=O)Nc3ccccc3OC)C2)c1 (configuration not stated),-4,5%,-1,0%,-2,6%,-4%,-16,-0.2%,2%,-1%
Cc1ccccc1OCCNC(=O)c1ccccc1Sc1ccccc1C#N,2,13%,x,-4%,9,2%,-1%,-9,0.4%,2%,3%
O=C(NC1CCCCC1)C(c1ccccc1)N(Cc1ccco1)C(=O)c1csnn1 (configuration not stated),6,-2%,-3,-3%,-1,-3%,-8%,1,-0.3%,-1%,0%
Cc1ccccc1S(=O)(=O)NC1OC(=O)C(Oc2ccccc2)=C1Br (configuration not stated),7,4%,0,-3%,3,16%,0%,-7,-0.8%,1%,u
O=C1NC(=Nc2ccccc2Cl)S/C1=C\c1ccc(C(=O)O)cc1,20,-4%,13,-8%,-6,-2%,x,13,0.3%,3%,u
CN(C)/C=C/C(=O)c1ccc(Br)s1,0,-4%,3,9%,-2,4%,1%,u,0.1%,3%,3%
Cc1cccc(C)c1NC(=O)c1cc(S(=O)(=O)N2CCOCC2)ccc1F,-12,8%,1,0%,-6,2%,11%,0,-0.2%,-1%,11%
O=C(c1ccoc1)N1CCCC(N2CCN(c3cccc(Cl)c3)CC2)C1 (configuration not stated),-7,7%,x,-4%,17,-1%,x,-9,0.2%,1%,8%
O=C(NNC(=O)c1ccccc1[N+](=O)[O-])Nc1ccccc1C(F)(F)F,-22,-6%,0,-1%,-6,9%,4%,0,-0.7%,9%,u
CCn1c(SCC(=O)Nc2ccc(C)cc2)nnc1-c1ccc(O)cc1,4,4%,-10,0%,11,3%,2%,-3,0.7%,2%,-2%
COC(=O)c1ccc(NC(=O)CCn2c(=O)oc3ccccc32)cc1,-1,0%,0,-2%,-3,-12%,13%,-5,-0.3%,1%,0%
CCN(C(=O)COC(=O)c1[nH]c(C)c(C(C)=O)c1C)C1CCS(=O)(=O)C1 (configuration not stated),-14,1%,2,-3%,-2,-3%,-1%,-13,-0.3%,-1%,u
CCCCNc1nc2sc3c(c2c(=O)n1-c1cccc(Cl)c1)CCN(C)C3,19,-4%,0,-1%,0,15%,2%,14,-0.4%,11%,u
COc1ccc(OCCN2CCN(C3CC(=O)N(CCC(C)C)C3=O)CC2)cc1 (configuration not stated),0,x,1,4%,37,0%,0%,-8,0.5%,-1%,3%
COc1ccc(CN(CC(=O)NCC2CCCO2)C(=O)CCC(=O)Nc2nccs2)cc1 (configuration not stated),-22,0%,0,-1%,-17,-11%,-2%,-19,-0.1%,0%,u
Cc1c(C#N)c2ncnc(-c3ccccc3)c2n1-c1ccccc1,-9,-3%,5,-3%,-4,4%,-3%,1,-0.4%,-1%,-1%
COc1ccc(C(=O)CSc2nnc(CCc3ccccc3)n2-c2ccccc2)cc1,8,-13%,5,-1%,-8,-4%,0%,-11,-0.1%,-1%,9%
O=C(CSc1n[nH]c(-c2ccncc2)n1)Nc1ccc(Cl)cc1,6,2%,5,3%,-5,13%,4%,16,-0.2%,0%,0%
Cc1ccc(NC(=O)CCNS(=O)(=O)c2ccc3c(c2)CCC(=O)N3)cc1C,-17,8%,x,5%,0,0%,x,-25,-0.8%,0%,1%
